# BioA inh – blocks M. tuberculosis BioA enzyme activity. purified M. tuberculosis BioA enzyme, plate reader. inhibition, % at 9.99 µM. 0.096% of 360,000 active; in the data active = inhibition above about 40%
# * marks the source's active call; other numbers are inactive results. This is a subset. The share of hits here may be higher or lower than overall.
SMILES,BioA inh
Cc1noc(C)c1NC(=O)Nc1ccc2c(c1)C(=O)N([C@@H](C)CO)C[C@@H](C)[C@@H](CN(C)Cc1ccc(C(=O)O)cc1)OCCCC[C@H](C)O2,0.0
COc1cccc(C(=O)Nc2ccc3c(c2)OC[C@@H](C)NC[C@@H](C)[C@H](OC)CN(C)C3=O)c1,-1.2
CNC[C@H]1Oc2ncc(C#Cc3cccc(OC)c3)cc2C(=O)N([C@H](C)CO)C[C@H]1C,0.1
CC(C)NC(=O)N(C)C[C@H]1Oc2cc(-c3ccccc3F)ccc2S(=O)(=O)N([C@@H](C)CO)C[C@H]1C,-0.9
C[C@@H]1CN([C@@H](C)CO)C(=O)c2cc(C#CC3CCCC3)cnc2O[C@H]1CN(C)C(=O)C1CC1,2.2
C[C@H]1CN([C@@H](C)CO)C(=O)c2cc(NC(=O)Cc3cn(C)c4ccccc34)ccc2O[C@@H]1CN(C)Cc1ccc2c(c1)OCO2,-4.4
CO[C@@H]1CN(C)C(=O)c2cc(NS(C)(=O)=O)ccc2OC[C@@H](C)N(Cc2ccccc2)C[C@H]1C,0.0
CNC[C@@H]1Oc2ccc(NC(=O)Nc3ccc(F)cc3)cc2CC(=O)N([C@@H](C)CO)C[C@H]1C,-5.4
C[C@H](O)C#Cc1ccc([C@H]2[C@@H](CO)N3CCCCN(C(=O)c4ccc(F)cc4)C[C@H]23)cc1,-0.2
C[C@H]1CN([C@@H](C)CO)C(=O)c2cccc(NC(=O)c3ccncc3)c2O[C@@H]1CN(C)Cc1ccc2c(c1)OCO2,6.0
O=C(C[C@H]1C=C[C@@H](NS(=O)(=O)c2ccccc2)[C@@H](CO)O1)NCc1ccncn1,0.7
C[C@@H]1CN([C@H](C)CO)C(=O)c2cccc(NC(=O)Nc3ccc(F)cc3)c2O[C@H]1CN(C)C(=O)Nc1ccccc1,0.7
C/C=C/c1cnc2c(c1)C(=O)N([C@@H](C)CO)C[C@@H](C)[C@@H](CN(C)Cc1ccccc1)O2,-1.9
C[C@H](CO)N1C[C@H](C)[C@H](CN(C)Cc2ccc(Oc3ccccc3)cc2)Oc2c(NS(=O)(=O)c3ccccc3)cccc2C1=O,4.6
Cc1noc(C)c1S(=O)(=O)N(C)C[C@@H]1OCCCC[C@@H](C)Oc2ccc(NC(=O)CCC(F)(F)F)cc2C(=O)N([C@@H](C)CO)C[C@@H]1C,-0.5
Cc1noc(C)c1S(=O)(=O)N(C)C[C@@H]1Oc2ccc(NS(C)(=O)=O)cc2C(=O)N([C@@H](C)CO)C[C@@H]1C,0.3
C[C@H](CO)N1C[C@H](C)[C@H](CN(C)CC2CC2)OCCCC[C@H](C)Oc2ccc(NC(=O)Nc3cccc4ccccc34)cc2C1=O,-1.6
CCC(=O)N1[C@@H]2c3ccc(C4=CCCCC4)c(=O)n3C[C@@H]2[C@@H](CO)[C@@H]1C(=O)NCc1ccc(F)cc1,0.4
CC(C)NC(=O)Nc1ccc2c(c1)C(=O)N([C@@H](C)CO)C[C@H](C)[C@@H](CN(C)C(=O)Nc1ccc(F)cc1)O2,-1.0
Cc1noc(C)c1NC(=O)N(C)C[C@@H]1OCCCC[C@@H](C)Oc2ccc(NC(=O)Nc3ccc4c(c3)OCO4)cc2C(=O)N([C@H](C)CO)C[C@@H]1C,-1.4
C[C@@H]1CN([C@@H](C)CO)C(=O)c2cc(NC(=O)CCC(F)(F)F)ccc2O[C@@H](C)CCCCO[C@H]1CN(C)C(=O)c1ccccc1,-0.8
O=C(Cc1ccccc1)N1CC[C@@H]2[C@@H](CO)Nc3ccc(-c4ccccc4)cc3[C@@H]21,0.5
Cc1ccccc1S(=O)(=O)N1CC[C@@H]2[C@H]1c1cc(-c3ccc(F)cc3)ccc1N[C@@H]2CO,22.8
CC(C)NC[C@H]1[C@@H](c2ccc(-c3ccccc3)cc2)[C@@H](CO)N1CC1CC1,-2.6
C[C@H]1CN([C@@H](C)CO)C(=O)c2cc(C#Cc3cccnc3)cnc2O[C@@H]1CN(C)Cc1ccncc1,13.9

# No new results follow: 4 of the compounds above.
SMILES,BioA inh
Cc1noc(C)c1NC(=O)Nc1ccc2c(c1)C(=O)N([C@@H](C)CO)C[C@@H](C)[C@@H](CN(C)Cc1ccc(C(=O)O)cc1)OCCCC[C@H](C)O2,0.0
COc1cccc(C(=O)Nc2ccc3c(c2)OC[C@@H](C)NC[C@@H](C)[C@H](OC)CN(C)C3=O)c1,-1.2
CNC[C@H]1Oc2ncc(C#Cc3cccc(OC)c3)cc2C(=O)N([C@H](C)CO)C[C@H]1C,0.1
CC(C)NC(=O)N(C)C[C@H]1Oc2cc(-c3ccccc3F)ccc2S(=O)(=O)N([C@@H](C)CO)C[C@H]1C,-0.9

# Back to the main list, starting three compounds before the break.
SMILES,BioA inh
Cc1ccccc1S(=O)(=O)N1CC[C@@H]2[C@H]1c1cc(-c3ccc(F)cc3)ccc1N[C@@H]2CO,22.8
CC(C)NC[C@H]1[C@@H](c2ccc(-c3ccccc3)cc2)[C@@H](CO)N1CC1CC1,-2.6
C[C@H]1CN([C@@H](C)CO)C(=O)c2cc(C#Cc3cccnc3)cnc2O[C@@H]1CN(C)Cc1ccncc1,13.9
CCC(=O)NC[C@@H]1[C@H](c2ccc(-c3ccccc3)cc2)[C@@H](CO)N1C(=O)C1CC1,-1.7
C[C@@H]1CN([C@@H](C)CO)C(=O)c2cc(NC(=O)CCC(F)(F)F)ccc2O[C@@H]1CN(C)S(=O)(=O)c1ccc(Cl)cc1,0.5
C[C@@H]1CN([C@H](C)CO)C(=O)c2cc(NC(=O)Nc3ccc4c(c3)OCO4)ccc2O[C@@H]1CN(C)S(=O)(=O)c1ccccc1,-5.2
C[C@H](CO)N1C[C@H](C)[C@H](CN(C)C(=O)Nc2ccccc2)Oc2ccc(NC(=O)Nc3ccc(F)cc3)cc2C1=O,1.8
O=C(Cc1ccccn1)N1[C@H](CO)[C@H]2c3ccccc3NC[C@H]21,0.9
C[C@@H]1CN([C@H](C)CO)C(=O)c2cc(C3=CCCCC3)cnc2O[C@H]1CN(C)C(=O)Cc1cccnc1,4.1
CN1C(=O)c2cc(NC(=O)c3ccc(F)c(F)c3)ccc2OC[C@H]2O[C@@H](CC(=O)N3CCOCC3)CC[C@@H]21,0.9
O=C(Nc1cccc(F)c1)N1C[C@H]2[C@@H](c3ccccc31)[C@H](CO)N2C(=O)c1ccccn1,2.4
COc1ccc(CN(C)C[C@H]2Oc3ccc(NC(=O)Nc4ccc(OC)cc4)cc3CC(=O)N([C@@H](C)CO)C[C@@H]2C)cc1,0.6
C[C@@H]1CCCCO[C@@H](CN(C)S(=O)(=O)c2cn(C)cn2)[C@@H](C)CN([C@H](C)CO)C(=O)c2cc(NC(=O)NC3CCCCC3)ccc2O1,-1.4
C[C@@H]1CN([C@H](C)CO)S(=O)(=O)c2ccc(C#CC3CC3)cc2O[C@@H]1CN(C)Cc1cccc(F)c1,-2.7
CO[C@@H]1CN(C)C(=O)c2ccc(NC(=O)C3CCOCC3)cc2OC[C@@H](C)N(Cc2cccnc2)C[C@H]1C,-0.9
C[C@H]1CN([C@@H](C)CO)C(=O)c2cc(-c3ccncc3)cnc2O[C@@H]1CN(C)C(=O)Nc1ccc2c(c1)OCO2,5.6
C[C@H]1CN([C@@H](C)CO)C(=O)c2cc(NC(=O)Nc3ccc(F)cc3)ccc2O[C@@H]1CN(C)Cc1ccc2c(c1)OCO2,-0.2
C[C@@H]1CN([C@@H](C)CO)C(=O)c2cc(NS(=O)(=O)c3cn(C)cn3)ccc2O[C@@H](C)CCCCO[C@@H]1CN(C)Cc1ccncc1,-1.3
C[C@@H]1CN([C@H](C)CO)C(=O)c2cc(NS(=O)(=O)c3ccccc3)ccc2O[C@@H](C)CCCCO[C@H]1CN(C)C(=O)NC1CCCCC1,2.5
O=C(C[C@H]1C=C[C@@H](NS(=O)(=O)c2ccc(F)cc2)[C@@H](CO)O1)NCCc1ccncc1,0.0
CN(C)C(=O)[C@@H]1[C@@H](CO)[C@@H]2Cn3c(ccc(C4=CCCCC4)c3=O)[C@H]1N2C,-2.3
C[C@@H]1CN([C@H](C)CO)C(=O)c2cc(NS(=O)(=O)c3ccc(Cl)cc3)ccc2O[C@H]1CN(C)S(=O)(=O)c1ccc(Cl)cc1,-1.1
COc1ccc(NC(=O)N(C)C[C@H]2Oc3ccc(NC(=O)NC(C)C)cc3CC(=O)N([C@@H](C)CO)C[C@@H]2C)cc1,-1.6
CN1c2ccc(-c3ccccc3)cc2[C@@H]2[C@@H](CCN2C(=O)c2ccncc2)[C@@H]1CO,1.7
Cc1noc(C)c1S(=O)(=O)Nc1ccc2c(c1)CC(=O)N([C@H](C)CO)C[C@H](C)[C@@H](CN(C)S(=O)(=O)c1ccc(Cl)cc1)O2,-0.4
CO[C@H]1CN(C)C(=O)c2cc(NC(=O)c3ccc(Oc4ccccc4)cc3)ccc2OC[C@H](C)NC[C@@H]1C,0.3
CO[C@@H]1CN(C)C(=O)c2cc(NS(=O)(=O)C3CCCCC3)ccc2OC[C@H](C)NC[C@@H]1C,-0.7
C[C@@H]1CCCCO[C@H](CN(C)C(=O)C2CCCCC2)[C@H](C)CN([C@@H](C)CO)C(=O)c2cc(NC(=O)c3ccncc3)ccc2O1,0.7

# Reprinted from the part before: 4 entries, followed by the next part.
SMILES,BioA inh
Cc1noc(C)c1S(=O)(=O)Nc1ccc2c(c1)CC(=O)N([C@H](C)CO)C[C@H](C)[C@@H](CN(C)S(=O)(=O)c1ccc(Cl)cc1)O2,-0.4
CO[C@H]1CN(C)C(=O)c2cc(NC(=O)c3ccc(Oc4ccccc4)cc3)ccc2OC[C@H](C)NC[C@@H]1C,0.3
CO[C@@H]1CN(C)C(=O)c2cc(NS(=O)(=O)C3CCCCC3)ccc2OC[C@H](C)NC[C@@H]1C,-0.7
C[C@@H]1CCCCO[C@H](CN(C)C(=O)C2CCCCC2)[C@H](C)CN([C@@H](C)CO)C(=O)c2cc(NC(=O)c3ccncc3)ccc2O1,0.7
CC(C)NC(=O)Nc1ccc2c(c1)C(=O)N([C@@H](C)CO)C[C@@H](C)[C@@H](CN(C)S(C)(=O)=O)O2,0.1
CO[C@@H]1CN(C)C(=O)c2ccc(NC(=O)C3CC3)cc2OC[C@@H](C)N(C(=O)c2ccccc2F)C[C@H]1C,-0.1
COc1ccc(C(=O)Nc2ccc3c(c2)C(=O)N(C)C[C@@H](OC)[C@H](C)CN(C)[C@@H](C)CO3)cc1,-1.1
C[C@@H]1CN([C@H](C)CO)C(=O)c2cc(N(C)C)ccc2O[C@@H](C)CCCCO[C@@H]1CN(C)S(C)(=O)=O,0.0
C[C@H](CO)N1C[C@H](C)[C@H](CN(C)Cc2ccc(C(F)(F)F)cc2)OCCCC[C@H](C)Oc2ccc(NC(=O)CCC(F)(F)F)cc2C1=O,-0.5
CO[C@H]1CN(C)C(=O)c2cc(NS(=O)(=O)c3ccc(Cl)cc3)ccc2OC[C@H](C)NC[C@@H]1C,-1.1
Cc1cccc(S(=O)(=O)N2CCCCN3[C@H](CO)[C@H](c4ccc(C#CC(C)C)cc4)[C@H]3C2)c1,-5.8
CCC(=O)N(C)C[C@H]1[C@H](c2ccccc2)[C@@H](CO)N1C(=O)Cc1ccncc1,0.9
C[C@H]1CN([C@@H](C)CO)C(=O)c2cc(C#Cc3ccccn3)cnc2O[C@@H]1CN(C)C(=O)c1ccccn1,-2.4
CO[C@@H](C(=O)N(C)C[C@@H]1OCc2ccccc2-c2c(n(C)c3ccccc23)C(=O)N([C@H](C)CO)C[C@@H]1C)c1ccccc1,0.3
C[C@@H]1CN([C@H](C)CO)C(=O)Cc2cc(NC(=O)CCCCCC(=O)Nc3ccccc3N)ccc2O[C@@H]1CN(C)C(=O)Nc1ccc(C(F)(F)F)cc1,-1.5
O=C(CC1CC1)Nc1ccc2c(c1)[C@H]1C[C@@H](CC(=O)N3CCc4ccccc4C3)O[C@@H](CO)[C@H]1O2,0.2
O=C(C[C@@H]1CC[C@@H](NC(=O)NC2CCCC2)[C@@H](CO)O1)NCc1ccc(F)cc1,-0.8
C[C@H]1CN([C@@H](C)CO)C(=O)CCCn2cc(nn2)CO[C@H]1CN(C)Cc1ccc(Oc2ccccc2)cc1,0.2
CN1c2ccc(Br)cc2[C@@H]2[C@@H](CCN2C(=O)Nc2cc(F)ccc2F)[C@@H]1CO,2.9
C[C@H]1CN([C@@H](C)CO)C(=O)c2cccc(NC(=O)NC3CCCCC3)c2O[C@H]1CN(C)S(C)(=O)=O,-0.6
O=C(CCN1CCCCC1)NCC[C@@H]1CC[C@@H](NC(=O)Cc2cccnc2)[C@H](CO)O1,-1.8
C[C@H]1CN([C@@H](C)CO)S(=O)(=O)c2ccc(Br)cc2O[C@@H]1CN(C)C(=O)CN(C)C,2.2
CO[C@H]1CN(C)C(=O)c2cc(NS(C)(=O)=O)ccc2OC[C@@H](C)N(C(=O)C2CCOCC2)C[C@H]1C,-0.7
CCC(=O)Nc1ccc2c(c1)C(=O)N(C)C[C@@H](OC)[C@H](C)CN(CC1CCOCC1)[C@@H](C)CO2,1.8
C[C@H](CO)N1C[C@H](C)[C@@H](CN(C)C(=O)Nc2cccc3ccccc23)Oc2ccc(NS(=O)(=O)c3cccs3)cc2CC1=O,-0.1
CC(C)CC#Cc1cnc2c(c1)C(=O)N([C@H](C)CO)C[C@H](C)[C@H](CN(C)C(=O)CN1CCOCC1)O2,-4.0
O=C(Nc1ccc(Cl)c(Cl)c1)N[C@@H]1CC[C@H](CCn2cc(C3CCCCC3)nn2)O[C@@H]1CO,1.3
CN(C)c1ccc2c(c1)[C@H]1C[C@H](CC(=O)NCc3cccc(F)c3)O[C@@H](CO)[C@H]1O2,-2.8
O=C(CN1CCOCC1)N[C@@H]1CC[C@@H](CCNC(=O)Nc2cc(F)ccc2F)O[C@@H]1CO,-0.1
COCC(=O)Nc1ccc2c(c1)OC[C@H](C)N(Cc1ccccc1OC)C[C@@H](C)[C@H](OC)CN(C)C2=O,-1.8
CN(C)C(=O)C[C@H]1C[C@H]2c3cc(NC(=O)NC4CCCCC4)ccc3O[C@H]2[C@@H](CO)O1,-0.3
C[C@H](CO)N1C[C@H](C)[C@H](CN(C)C(=O)Nc2ccc(F)cc2)Oc2ccc(NC(=O)Nc3ccc(C(F)(F)F)cc3)cc2C1=O,2.7
O=C(C[C@H]1CC[C@@H]2NC[C@H](O)COC[C@H]2O1)NCCc1ccncc1,0.0
Cn1cnc(S(=O)(=O)N[C@@H]2C=C[C@H](CC(=O)NCC3CCCCC3)O[C@@H]2CO)c1,-2.9

# Screens deposited in PubChem BioAssay by Broad Institute.
